Screening results (PubChem BioAssay)
CSN inh: CSN deneddylation inhibition. Q92905. actives 0.38% (n = 360,000). inhibition, % at 12.5 µM. Purified CSN, SCF-Nedd8-OG deneddylation, fluorescence polarization;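 active = pattern-corrected inhibition above about 35%, with an unprinted fluorescence ratio check between 0.5 and 1.5, limit read from the data, passing the limit was not always enough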;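 also: 0% = enzyme with substrate and 100% = substrate without enzyme; some results filed as inactive read as strong as hits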
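Detection – fluorescence polarization · System – HEK293T-derived human Csn5 enzyme · Controls – substrate-only high control, full reaction low control · Timing – 90 min, room temperature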
PABP1 MLLE inh: inhibitors of microRNA-mediated deadenylation, human PABP1 MLLE binding. AID 588489. inhibition, % at 20 µM. actives 0.36% (n = 360,000). GST-MLLE / FITC-PAM2 fluorescence polarization; in the data active = inhibition above about 35%, passing the limit was not always enough;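 also: plate controls were DMSO wells with GST-MLLE for no effect and wells lacking GST-MLLE protein for full effect; some results filed as inactive read as strong as hits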
LMPTP inh: LMPTP (human) inhibition; recombinant LMPTP-A, OMFP fluorogenic substrate, fluorescence intensity; AID 651560; P24666; actives 0.22% (n = 360,000); inhibition, % at 20 µM;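 active = compounds that cut the enzyme signal by at least half of the control window in the single-dose screen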;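 also: plate controls were DMSO wells with enzyme plus substrate for no effect and substrate without enzyme for full effect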
Target sequence (P24666 whole entry, looked up): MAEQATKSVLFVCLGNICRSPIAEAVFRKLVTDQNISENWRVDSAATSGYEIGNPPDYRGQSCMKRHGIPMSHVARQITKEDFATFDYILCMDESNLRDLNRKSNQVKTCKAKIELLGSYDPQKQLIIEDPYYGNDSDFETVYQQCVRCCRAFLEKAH
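Assay system: LMPTP-A enzyme. Input: 0.625 nM LMPTP-A final. Probe or stimulus: 400 µM OMFP. Compound dosing: single 20 µM dose. Schedule: 50 min dark incubation at room temperature. Detection: fluorescence intensity of OMFP turnover product. Read-out: percent inhibition versus substrate-only and uninhibited controls. Benchmarks: no-enzyme low control, uninhibited high control.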
Rpn11 block: blocks the human proteasome subunit Rpn11 | O00487 | human 26S proteasome, Ub4-pepOG fluorescence polarization; 20S core pre-blocked with epoxomicin | actives 0.59% (n = 360,000) | calls only at 20 µM;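 active = inhibition at 20 µM, scaled to each plate's controls, above about 33%, limit read from the data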
Tb MetRS inh: Trypanosoma brucei MetRS inhibition | inhibition, % at 11.9 µM | AID 624268 | purified T. brucei MetRS, ATP depletion, Kinase-Glo luminescence | actives 0.4% (n = 360,000);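 active = inhibition above a per-plate cutoff of the control wells' mean inhibition plus 3 SD, cut at about 5.5% in these data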;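 also: 0% = DMSO wells median and 100% = median of wells with control inhibitor compound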
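assay system = parasite MetRS enzyme | timing = 15 min preincubation, 2 h reaction, all 25 °C | evaluation = percent inhibition relative to median high and low control wells | medium = HEPES buffer containing pyrophosphatase, BSA, spermine, DTT | compound = single dose, 11.9 µM final nominal, 0.9% final DMSO | detection = Kinase-Glo luminescence, ATP depletion format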
NadD inh: blocks S. aureus nicotinate mononucleotide adenylyltransferase. purified NadD enzyme, colorimetric absorbance read-out. inhibition, % at 20 µM. actives 0.78% (n = 360,000). AID 602399; in the data active = inhibition above about 26%; also: some compounds past the cut are filed as inactive
SUMO1 PPI mod: SUMO1-SIM interaction modulation; P63165; SUMO1 binding to a labelled peptide, TR-FRET, 1 h; inhibition, % at 20 µM; actives 0.33% (n = 360,000); AID 602429; in the data active = inhibition above about 37%
Target sequence (P63165 whole entry, looked up): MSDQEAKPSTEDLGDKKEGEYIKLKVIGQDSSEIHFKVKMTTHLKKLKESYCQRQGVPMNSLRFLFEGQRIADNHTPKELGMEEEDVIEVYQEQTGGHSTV
DNMT1 inh: inhibitors of human DNMT1 | P26358 | DNMT1 molecular beacon, Hinp1I cleavage, fluorescence | inhibition (reported as % activation of signal), % at 10 µM | actives 0.83% (n = 360,000); in the data active = inhibition above about 50%
STEP block: inhibitors of human striatal-enriched phosphatase STEP; AID 588621; recombinant STEP, OMFP fluorogenic substrate, fluorescence; actives 0.25% (n = 360,000); P54829; inhibition, % at 20 µM;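 active = inhibition at 20 µM, scaled per plate between control wells, above about 37%, limit read from the data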;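 also: 0% = DMSO with enzyme and substrate and 100% = substrate only without enzyme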
Target sequence (P54829 whole entry, looked up): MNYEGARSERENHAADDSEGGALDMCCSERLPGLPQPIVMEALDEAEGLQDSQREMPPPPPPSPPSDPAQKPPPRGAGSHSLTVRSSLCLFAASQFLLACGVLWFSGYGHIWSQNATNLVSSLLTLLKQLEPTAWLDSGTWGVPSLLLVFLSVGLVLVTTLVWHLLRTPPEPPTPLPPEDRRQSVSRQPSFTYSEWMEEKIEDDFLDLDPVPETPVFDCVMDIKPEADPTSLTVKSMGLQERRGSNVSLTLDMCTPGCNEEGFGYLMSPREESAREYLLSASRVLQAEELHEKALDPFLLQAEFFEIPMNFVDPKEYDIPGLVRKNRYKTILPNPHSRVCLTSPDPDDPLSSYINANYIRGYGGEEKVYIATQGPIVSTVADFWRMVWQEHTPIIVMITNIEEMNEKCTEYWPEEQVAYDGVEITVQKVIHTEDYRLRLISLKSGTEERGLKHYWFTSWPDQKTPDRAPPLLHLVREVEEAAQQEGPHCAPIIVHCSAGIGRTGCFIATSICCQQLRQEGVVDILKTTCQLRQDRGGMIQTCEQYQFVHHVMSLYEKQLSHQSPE
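material = STEP tyrosine phosphatase | reagent = fluorogenic phosphatase substrate OMFP at 25 µM final | doses = single compound dose of 20 µM, 1% DMSO final | schedule = 20 min reaction, room temperature, in the dark | measured by = fluorescence, 480/540 nm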
Scp1 inh: inhibitors of human Scp-1 phosphatase; Recombinant Scp1, phosphopeptide, malachite green phosphate absorbance; Q9GZU7; AID 493091; actives 0.88% (n = 340,000); inhibition, % at 20 µM;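 active = inhibition above about 50% at 20 µM, limit read from the data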;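 also: plate controls were DMSO wells with enzyme for no effect and wells lacking enzyme for full effect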
Target sequence (Q9GZU7 76-261 limits assumed): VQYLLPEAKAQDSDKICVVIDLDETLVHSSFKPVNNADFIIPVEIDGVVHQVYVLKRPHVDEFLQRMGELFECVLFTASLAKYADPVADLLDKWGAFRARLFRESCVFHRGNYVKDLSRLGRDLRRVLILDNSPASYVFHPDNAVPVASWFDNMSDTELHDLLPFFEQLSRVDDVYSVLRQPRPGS
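System: SCP-1 catalytic domain; Reagent: Phospho 17-mer peptide substrate; Doses: one concentration, 20 µM, with 1.0% DMSO; Incubation: 45 min room-temperature reaction, 5 min colour, 30 min stabiliser; Signal: Phosphate-binding colour reagent, absorbance read at 630 nm.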
* hit, by the source's call; i = inactive; · = no result given.

SMILES	CSN inh	PABP1 MLLE inh	LMPTP inh	Rpn11 block	Tb MetRS inh	NadD inh	SUMO1 PPI mod	DNMT1 inh	STEP block	Scp1 inh
Cc1ccc(C(=O)NC2CCN(S(=O)(=O)c3ccc(C)cc3)CC2)cc1	-3.9	-4.7	-1.5	i	-0.6	2.6	3.8	7.0	-4.7	5.8
COc1ccccc1N1CC(C(=O)Nc2ccccc2N2CCCC2)CC1=O (stereo not drawn)	-6.5	-11.9	-8.0	i	-0.5	7.8	-23.4	-1.4	-2.2	-4.9
CCc1nc2ccccc2c(NC(=O)CN2CC(C)CC(C)C2)c1C (stereo not drawn)	0.7	8.4	0.6	i	-0.8	-4.1	-4.0	0.1	-2.2	-2.2
O=C1Nc2ccccc2SC1=Cc1ccccc1	-0.4	31.8	-1.1	i	-0.3	-3.1	-14.7	-0.3	-0.4	·
Nc1nc(SCc2cccc([N+](=O)[O-])c2)n[nH]1	3.5	-2.1	-1.2	i	0.1	-4.5	-19.0	-1.7	-3.0	-13.1
NC(=O)CC(NC(=O)Cc1ccc(Cl)cc1)c1ccc(NC2CCCCC2)c([N+](=O)[O-])c1 (stereo not drawn)	96.9	14.0	2.8	i	-0.2	-2.4	5.4	-4.5	0.6	-3.5
C[n+]1cn(Cc2ccc(C#N)cc2)c2ccccc21	0.1	10.6	-1.8	i	-0.1	-0.3	7.4	-0.4	1.3	-7.7
CN(C(=O)C1CCCCN1S(=O)(=O)c1ccccc1)c1ccccc1 (stereo not drawn)	-4.5	30.5	-1.6	i	-0.3	-1.9	-2.4	-3.8	-1.2	-12.4
COc1ccc(N=N/C(C(C)=O)=C(/C)O)cc1	-0.9	11.7	-1.1	i	-0.7	-1.7	-28.0	0.0	-1.2	-16.9
O=C(NC1CCCCC1)C(c1ccco1)N(Cc1cccs1)C(=O)Cn1nnc2ccccc21 (stereo not drawn)	-1.9	5.0	-1.5	i	-0.4	1.6	-0.5	5.7	0.8	-5.6
COc1ccccc1C(=O)COC(=O)CN1C(=O)C2CC=CCC2C1=O (stereo not drawn)	-1.8	3.8	-0.8	i	-0.6	-1.5	4.2	-0.5	-1.9	-1.1
COCC(=O)Nc1ccc(N2CCCC2)c(S(=O)(=O)Nc2ccccc2OC)c1	7.8	-0.4	1.2	i	-0.2	13.5	-2.5	-6.2	5.0	-2.7

Reprinted from the part before: five entries, followed by the next part.
SMILES	CSN inh	PABP1 MLLE inh	LMPTP inh	Rpn11 block	Tb MetRS inh	NadD inh	SUMO1 PPI mod	DNMT1 inh	STEP block	Scp1 inh
CN(C(=O)C1CCCCN1S(=O)(=O)c1ccccc1)c1ccccc1 (stereo not drawn)	-4.5	30.5	-1.6	i	-0.3	-1.9	-2.4	-3.8	-1.2	-12.4
COc1ccc(N=N/C(C(C)=O)=C(/C)O)cc1	-0.9	11.7	-1.1	i	-0.7	-1.7	-28.0	0.0	-1.2	-16.9
O=C(NC1CCCCC1)C(c1ccco1)N(Cc1cccs1)C(=O)Cn1nnc2ccccc21 (stereo not drawn)	-1.9	5.0	-1.5	i	-0.4	1.6	-0.5	5.7	0.8	-5.6
COc1ccccc1C(=O)COC(=O)CN1C(=O)C2CC=CCC2C1=O (stereo not drawn)	-1.8	3.8	-0.8	i	-0.6	-1.5	4.2	-0.5	-1.9	-1.1
COCC(=O)Nc1ccc(N2CCCC2)c(S(=O)(=O)Nc2ccccc2OC)c1	7.8	-0.4	1.2	i	-0.2	13.5	-2.5	-6.2	5.0	-2.7
CCOC(CNC(=O)C(=O)Nc1cc2c3c(c1)CCC(=O)N3CCC2)OCC	-5.7	0.0	-0.2	i	-0.1	2.9	-4.8	-0.5	0.2	0.8
CN1CCN(CCCNC(=O)c2cc3c(-c4ccc(Cl)cc4)nn(C)c3s2)CC1	0.6	3.6	-1.7	i	-0.3	-4.4	6.2	3.5	0.5	-9.1
O=C(COc1ccc(Cl)cc1)NCc1nnc(SCC(=O)N2CCCCC2)o1	0.5	-12.6	-0.3	i	-0.5	4.8	-3.2	5.6	-1.8	-4.9
CC(C)(C)c1ccc(OCC(O)CN2CCOCC2)cc1 (stereo not drawn)	-0.6	13.6	-1.8	i	0.6	-2.0	7.1	0.6	-3.0	-6.9
N#CC(C(O)c1ccccc1)N1CCOCC1 (stereo not drawn)	-1.0	8.0	-0.9	i	-0.1	-1.1	4.0	-2.8	-1.4	·
CCOc1ccc(NS(=O)(=O)c2ccc(C(=O)N3CCCC3)cc2)cc1	-1.7	-3.4	1.7	i	-0.5	-3.6	3.7	4.8	3.1	9.6
CCCCn1c(N)c(N(CCOC)C(=O)C2CCN(C(=O)c3ccc(F)cc3)CC2)c(=O)[nH]c1=O	1.8	-22.0	-2.1	i	-0.4	-5.7	4.1	5.1	-3.6	-5.7
CCCC[C@@H](CNC)NC[C@H](NCCCCC1CCCCC1)C(C)C	-1.7	-0.2	-3.2	i	-0.1	-4.1	-21.3	5.1	-0.8	7.2
Cc1cc(OCc2nc(-c3cccnc3)no2)c(C)cc1Br	-1.9	6.8	0.9	i	0.5	5.0	3.0	2.7	-0.1	2.0
COc1ccccc1C(=O)NC(=O)CSc1nncn1C(C)C	3.2	-5.2	-1.4	i	-0.5	-4.5	0.1	2.3	-2.2	-7.6
CCc1c(C(C)=O)oc2ccc3c(C)cc(=O)oc3c12	10.7	10.9	-0.5	i	-0.3	-7.9	-17.2	4.0	-3.4	-2.0
C#CCOCCOCCOCCNc1nc(N2CCN(C(=O)[C@H]([C@@H](C)CC)n3cc(CCCCN)nn3)CC2)nc(N2CCN(C(=O)[C@H](C)n3cc(CCC(=O)O)nn3)CC2)n1	112.3	-5.3	-1.6	i	-0.2	1.9	4.8	0.8	1.3	-3.8
COc1ccccc1CCCNC(=O)C1CCC(=O)N(CCc2cccc(F)c2)C1 (stereo not drawn)	-0.3	5.9	1.1	i	1.2	0.0	-2.1	-0.4	-2.1	-4.5
Cc1ccc(C)c(-n2ccnc2SCC(=O)O)c1	3.5	7.8	-0.7	i	0.0	-2.9	1.7	1.9	-3.7	-3.1
COc1ccc(C(=O)Nc2ccnn2C2CCN(C(=O)C3CCOC3)CC2)cc1 (stereo not drawn)	-0.2	-3.1	-1.5	i	-0.1	-8.1	1.4	-1.6	-2.5	-6.1
Cc1ccc(C(=O)COc2ccccc2C(=O)Nc2ccccc2)cc1	10.1	13.6	38.6	i	0.0	-1.5	-0.4	12.9	0.7	1.5
CC(=O)C[C@H](O)CC(=O)[C@H]1OC(=O)CCCCCCCCc2ccccc21	-0.3	7.7	0.7	i	0.5	2.7	3.3	3.4	6.5	-5.0
COC(=O)C1C(=O)c2c([nH]c(C(=O)OC3CCCC3C)c2C)CC1C (stereo not drawn)	-5.8	11.7	0.3	i	-0.7	-0.2	2.6	2.3	2.0	-15.5
COc1ccc(N2C(=O)NC(NS(=O)(=O)c3ccc(Cl)cc3)(C(F)(F)F)C2=O)cc1 (stereo not drawn)	6.5	7.2	-2.1	i	0.9	-2.7	1.6	-0.3	-1.5	-7.2
COc1ccc(/C=C/c2onc(C)c2S(=O)(=O)N2CCC(C(=O)N3CCCCCC3)CC2)cc1	-5.2	2.2	7.9	i	-0.5	1.7	-19.7	-3.9	1.3	-5.2
Cc1nn(-c2ccccc2)c2sc(C(=O)c3c(N)n(C)c(=O)n(C)c3=O)cc12	2.0	-7.3	0.9	i	-0.3	2.1	0.2	-5.7	1.6	2.9
COc1ccc(S(=O)(=O)N2CCCC(C(=O)Nc3ccc(NC(=O)c4ccccn4)cc3)C2)cc1 (stereo not drawn)	1.4	1.9	2.5	i	-0.3	7.5	3.5	-8.1	-2.4	-5.6
CN(c1ccc(C(=O)NCCSCc2ccccc2)cc1)S(=O)(=O)c1ccccc1	-5.1	11.3	4.8	i	0.2	-11.4	-4.1	-6.3	3.9	-26.0
CN(C)CC1CC/C(=C\c2ccc(O)cc2)C1=O (stereo not drawn)	-0.2	27.2	-0.9	i	-0.4	2.0	-4.6	10.0	-0.5	-10.4
O=Cc1cn(-c2ccccc2)nc1-c1cc2ccccc2oc1=O	-2.4	-2.0	6.6	i	-0.1	-7.1	7.2	12.9	2.6	-0.3
CCOc1ccccc1NC(=O)CSc1nc(=O)n(CCN2CCOCC2)c2c1CCCC2	-4.8	17.8	-1.5	i	-0.2	5.0	-4.9	1.9	2.4	-4.2
O=C(Cn1cnc2scc(-c3ccccc3)c2c1=O)N1CCOCC1	-2.1	15.2	-0.9	i	0.0	5.4	-0.9	-1.4	0.4	-10.8
Cc1ccc(S(=O)(=O)N2CCN(C(=O)CN(Cc3ccco3)Cc3cccs3)CC2)cc1	0.4	1.2	1.3	i	-0.6	8.0	-1.2	-11.3	-1.8	-2.7
CCn1c2ccccc2c2cc(NC(=O)CNCC3CCCO3)ccc21 (stereo not drawn)	-6.3	10.2	0.5	i	-0.6	5.3	2.9	-15.4	1.3	-5.2
CC(=O)c1cccc(S(=O)(=O)NCCCN2CCOCC2)c1	3.6	-10.0	-5.3	i	0.0	6.7	4.4	34.5	0.6	27.2
Cc1cc(=O)[nH]c(SCC(=O)Nc2ncc(S(=O)(=O)c3ccc([N+](=O)[O-])cc3)s2)n1	-2.7	19.7	0.6	i	-0.2	10.9	-8.6	-2.9	1.0	4.5
O=C1c2ccccc2C(=O)N1CCCCN(C(=O)c1cc2ccccc2oc1=O)c1ccc(F)cc1F	2.0	1.5	3.3	i	-0.8	-3.6	-5.9	1.3	0.3	-15.7
O=C(CSc1nnnn1C1CCCC1)NCc1ccccc1	1.6	8.3	-1.4	i	-0.9	-3.4	-3.6	-1.4	0.6	2.4
CCc1noc(C)c1C(=O)N1CCN(S(=O)(=O)c2ccc(C(C)C)cc2)CC1	-2.9	-11.0	-1.1	i	-0.1	-1.0	4.5	0.1	-2.6	-6.9
COc1ccccc1CC(=O)Nc1ccc(OC)c(OC)c1	0.2	-1.4	-0.5	i	-0.5	-0.4	0.4	1.3	-0.5	-4.8
O=C(Nc1ccccc1C(=O)O)c1cccc(C(=O)Nc2ccccc2C(=O)O)c1	-7.3	13.1	-1.0	i	-1.0	-1.9	34.3	0.5	4.1	-2.8
CCOC(=O)c1cc(C)n(-c2ccc(Cl)cc2)c1C	6.3	8.2	0.9	i	-0.5	-6.0	0.0	0.7	1.2	-12.5
CCC(C)n1c(=N)c(C#N)cc2c(=O)n3cc(C)ccc3nc21 (stereo not drawn)	-5.1	-4.7	-0.7	i	-0.4	-0.4	-4.1	-2.0	-2.0	0.6
